Screens (PubChem)
ALOX12 inh: ALOX12 (human) lipoxygenase inhibition. purified 12hLO, xylenol orange hydroperoxide absorbance. Potency, µM (doses to about 108 µM), for the others: top-dose activity change, negative = inhibition, most hits filed as inhibitors. hit rate 1.1% among 580,000. AID 1671190; active means well fitted inhibition curve with a large enough effect; inconclusive means small, poorly fitted or top-dose-only effect, or another doubt; inactive means no such curve, though single readings can be large or run the other way
Target sequence (P18054 whole entry, looked up): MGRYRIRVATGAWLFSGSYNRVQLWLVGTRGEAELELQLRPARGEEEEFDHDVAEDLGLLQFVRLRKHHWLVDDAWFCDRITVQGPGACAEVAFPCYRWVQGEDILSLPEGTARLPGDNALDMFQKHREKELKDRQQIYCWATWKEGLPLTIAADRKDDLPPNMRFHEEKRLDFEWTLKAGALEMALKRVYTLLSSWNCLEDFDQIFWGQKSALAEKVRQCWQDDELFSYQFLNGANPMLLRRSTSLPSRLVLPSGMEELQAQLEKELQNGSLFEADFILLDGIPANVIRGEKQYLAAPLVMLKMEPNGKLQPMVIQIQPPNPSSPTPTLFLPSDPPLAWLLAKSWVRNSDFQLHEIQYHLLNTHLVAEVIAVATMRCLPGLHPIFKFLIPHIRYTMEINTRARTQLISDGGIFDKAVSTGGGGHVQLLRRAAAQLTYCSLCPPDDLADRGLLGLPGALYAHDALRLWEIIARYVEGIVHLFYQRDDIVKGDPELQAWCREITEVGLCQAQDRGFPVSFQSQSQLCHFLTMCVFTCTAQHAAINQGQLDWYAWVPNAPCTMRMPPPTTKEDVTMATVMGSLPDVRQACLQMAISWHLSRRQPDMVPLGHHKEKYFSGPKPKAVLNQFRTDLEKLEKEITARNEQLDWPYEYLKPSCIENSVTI
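Purified human 12hLO at 150 nM in 25 mM Hepes, 0.01% Triton X-100, pH 7.0, preincubated 15 min at room temperature with compound. Reaction started with 40 uM arachidonic acid, 30 min at room temperature. Hydroperoxide measured by Fe-xylenol orange, 573/405 nm absorbance ratio.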
* = called active by the depositor; & = joins results of further samples; [ ] = dose if it differs, or a comment. On the % scale 0 is the no-effect control and ±100 the full control effect; potency means the concentration at half of the fitted maximal effect. Only part of the results is shown (hit frequency here may not be typical).

`CCOC(=O)C1CCN(C(=O)C2COC3(CCCCC3)N2C(=O)c2cc(F)cc(F)c2)CC1` (stereo unspecified) gave ALOX12 inh inconclusive.
For O=C1NCCCCCCN(C(=O)NC2CCCCC2)[C@H]2CCCC[C@@H]12 the results were ALOX12 inh 25%.
Screening Cn1cc([C@@H](NC(=O)c2cc(=O)n(-c3ccccc3)[nH]2)C2CC(O)C2)cn1 (stereo partly specified) returned ALOX12 inh 6%.
For CCn1ccnc1CN(C)Cc1cccc(OCC(O)CN(C)C2CCCCC2)c1 (stereo unspecified) the results were ALOX12 inh 83%[activator].
`COCc1cc(CC2(NCc3ccccc3O)COC2)no1` gave ALOX12 inh 2%[176 µM].
CCC(C)(C)C(=O)NC1CCN(c2cnn(CC3CC3)c(=O)c2)CC1 was read as ALOX12 inh 29%.
`COc1cccc(C2Cn3nnc(-c4nc(-c5cccc(C)c5)no4)c3CO2)c1` (stereo unspecified) gave ALOX12 inh 9%.
CCc1ccccc1NC(=O)Cn1c(-c2ccc(F)cc2)nc(C)c(CCO)c1=O was read as ALOX12 inh 72%[activator].
Screening O=C(Cc1ccsc1)NCCc1noc(-c2ccccc2)n1 returned ALOX12 inh 21%.
CCCCC1CN(c2ccccc2OC)C(=O)CN1C(=O)c1cnn(C)c1 (stereo unspecified) was read as ALOX12 inh -13%.
COc1ccccc1C(=O)N1CCC(N2Cc3ccccc3C2=O)CC1 was read as ALOX12 inh 2%[6.33 µM].
Screening Cc1ccc([S+](=O)([O-])N2CCC3(C2)C(=O)N(CCc2ccccc2)c2ccccc23)cc1 (stereo unspecified) returned ALOX12 inh -4%&1%.
O=C(NCCN1CCCC1)C1Cn2cccc2C(=O)N1Cc1ccccc1 (stereo unspecified) was read as ALOX12 inh 50%[activator].
For COc1ccccc1N1CCN(C[C@@H]2C=C(C)[C@H](Cc3nnc(-c4cncn4C)o3)C[C@H]2C(C)C)CC1 the results were ALOX12 inh 38%[activator].
`COc1ccc(-c2noc(CC3CCN(C(=O)c4ccccc4OC)CC3)n2)cc1` gave ALOX12 inh 38%[activator].

Next section; it opens with the 6 that closed the last part.
CCCCC1CN(c2ccccc2OC)C(=O)CN1C(=O)c1cnn(C)c1 (stereo unspecified) was read as ALOX12 inh -13%.
COc1ccccc1C(=O)N1CCC(N2Cc3ccccc3C2=O)CC1 was read as ALOX12 inh 2%[6.33 µM].
Screening Cc1ccc([S+](=O)([O-])N2CCC3(C2)C(=O)N(CCc2ccccc2)c2ccccc23)cc1 (stereo unspecified) returned ALOX12 inh -4%&1%.
O=C(NCCN1CCCC1)C1Cn2cccc2C(=O)N1Cc1ccccc1 (stereo unspecified) was read as ALOX12 inh 50%[activator].
For COc1ccccc1N1CCN(C[C@@H]2C=C(C)[C@H](Cc3nnc(-c4cncn4C)o3)C[C@H]2C(C)C)CC1 the results were ALOX12 inh 38%[activator].
`COc1ccc(-c2noc(CC3CCN(C(=O)c4ccccc4OC)CC3)n2)cc1` gave ALOX12 inh 38%[activator].
Screening Cc1cc(C(=O)N2CCCC(CCc3c(F)cccc3F)C2)c(=O)n(C)c1C (stereo unspecified) returned ALOX12 inh 11%.
Cc1ccccc1C(=O)N[C@H]1[C@H](O)[C@H](O)C[C@@H]1c1ccccc1C was read as ALOX12 inh 45%[activator][176 µM].
`COc1ccc(-c2nc(C)nc3c2CN(C(=O)c2ccccc2OC)CC3)cc1` gave ALOX12 inh 12%[6.33 µM].
For Cc1cccc(OCC2(CNC(=O)c3cccc(F)c3)C[C@@H](O)[C@@H](O)C2)n1 (stereo partly specified) the results were ALOX12 inh 71%[activator][176 µM].
Screening CS(=O)(=O)N1C[C@H]2CCN(Cc3ccc(F)cc3F)C[C@H]21 returned ALOX12 inh 5%.
`Cn1ccnc1CNCC1(COc2ccc(C(F)(F)F)cn2)C[C@@H](O)[C@@H](O)C1` (stereo partly specified) gave ALOX12 inh 41%[activator].
Screening O=C(Cc1ccsc1)N1CCC2(CC1)CC(OCC1CC1)CCO2 (stereo unspecified) returned ALOX12 inh 32%.
For Cc1cnc(C2CCOCC2)n1C1CCNCC1 the results were ALOX12 inh 39%[activator].
`O=C1c2c(-c3nc(-c4ccsc4)no3)nnn2CCN1Cc1ccccc1` gave ALOX12 inh 26%.
Screening O=C1c2cc(N3CCOCC3)nc(-c3cccnc3)c2CN1c1ccccc1 returned ALOX12 inh -19%[176 µM].
COC(=O)c1c(NC(C)=O)c2cc(NC3CCCCC3)cnc2n1CC1CCCO1 (stereo unspecified) was read as ALOX12 inh 17%.
Screening COc1ccc(NC(C)(C)C(=O)N2CCC3(CCN(C)CC3)C2)cc1 returned ALOX12 inh 25%.
Cn1nccc1C(O)c1cc2n(n1)CCN(c1ncc(Cl)cn1)C2 (stereo unspecified) was read as ALOX12 inh -5%.
Cn1cc(CN2C[C@@H](F)[C@@H](OCc3nc4ccc(F)cc4[nH]3)C2)cn1 was read as ALOX12 inh 22%[176 µM].
Screening C[C@H](O)[C@@H]1C(=O)N2CCc3c([nH]c4c(-c5ccc6c(c5)OCO6)cccc34)[C@@H]2C[C@@H]1N(C)C(=O)c1ccco1 returned ALOX12 inh inconclusive.

A section from further up, as a working copy:
Screening COc1ccc(NC(C)(C)C(=O)N2CCC3(CCN(C)CC3)C2)cc1 returned ALOX12 inh 25%.
Cn1nccc1C(O)c1cc2n(n1)CCN(c1ncc(Cl)cn1)C2 (stereo unspecified) was read as ALOX12 inh -5%.
Cn1cc(CN2C[C@@H](F)[C@@H](OCc3nc4ccc(F)cc4[nH]3)C2)cn1 was read as ALOX12 inh 22%[176 µM].
Screening C[C@H](O)[C@@H]1C(=O)N2CCc3c([nH]c4c(-c5ccc6c(c5)OCO6)cccc34)[C@@H]2C[C@@H]1N(C)C(=O)c1ccco1 returned ALOX12 inh inconclusive.

(continued)
For CC(NC(=O)CN1C(=O)COc2ccc(C(=O)COc3ccc(F)cc3F)cc21)c1ccccc1 (stereo unspecified) the results were ALOX12 inh 19%.
O=C(O)c1cccc(-c2ncccn2)c1 was read as ALOX12 inh -7%[12.5 µM].
Screening Cc1csc(S(=O)(=O)N2CCOC(CCc3ccccc3)C2)c1 (stereo unspecified) returned ALOX12 inh inconclusive.
`O=C(c1ccccc1F)N1CCC(N2CCCOC2=O)CC1` gave ALOX12 inh 10%[6.33 µM].
Screening COc1ccc(C(=O)N2CCCC2c2noc(COc3ccc(F)cc3)n2)cn1 (stereo unspecified) returned ALOX12 inh 45%[activator].
`Cc1nc2ccc(C(=O)N3CCSCC3)cc2nc1C` gave ALOX12 inh 18%.
`CCC(=O)N(C1CCOCC1)C1CCN(S(=O)(=O)c2ccccc2F)CC1` gave ALOX12 inh 44%[activator].
For COc1cc(CN2C[C@@H](CO)[C@H](c3ccncc3)C2)ccc1F the results were ALOX12 inh 50%[activator].
Screening O=C1NC2(CCCN([S+](=O)([O-])c3ccccc3)C2)COc2ccccc21 (stereo unspecified) returned ALOX12 inh 62%[activator].
Cc1nc(C2CC(O)C2)cc(N2CC(N3CCOCC3)C2)n1 (stereo unspecified) was read as ALOX12 inh 41%[activator].
For Cc1cnc(C(=O)NC2C[C@H]3CC[C@@H](C2)N3C(=O)Cc2c(C)noc2C)cn1 (stereo partly specified) the results were ALOX12 inh 16%.
COCCNc1c(-c2noc(C)c2C(=O)Nc2ccc(OC)cc2)cnn1C was read as ALOX12 inh -2%[176 µM].
COC(=O)C1=C(C)N(Cc2cccc(C(F)(F)F)c2)C(=NCc2cc(OC)c(OC)c(OC)c2)NC1c1cccc(F)c1 (stereo unspecified) was read as ALOX12 inh inconclusive.
CCC(=O)N1CCCC(n2c(C)cnc2-c2ccccc2)C1 (stereo unspecified) was read as ALOX12 inh 7%.
CCn1ncc(CN2CCCN(Cc3ccncc3)C(c3ccccc3)CC(=O)NCC2)c1C (stereo unspecified) was read as ALOX12 inh 126%[activator].
For O=C(C1CCN(c2cn[nH]c(=O)c2)C1)N1CCCC1 (stereo unspecified) the results were ALOX12 inh 35%[activator].
For C[S+](=O)([O-])CCn1ncc2cc(OCc3cccc(-c4cccnc4)c3)ccc21 the results were ALOX12 inh 13%[176 µM].
`COc1ccccc1CNC1(Cc2cc(-c3ccccn3)on2)COC1` gave ALOX12 inh 0%[176 µM].
For CNC(=O)c1ccc(C2CCCN2C(=O)CCc2cc3n(n2)CCCNC3)s1 (stereo unspecified) the results were ALOX12 inh -11%.
For O=C1NC2(CN(Cc3ccccc3)C2)Oc2ccccc21 the results were ALOX12 inh 50%[activator][176 µM].
For O=C(NCc1ccco1)c1ccc(-c2ccc(N3CCCCCC3)nc2)cc1 the results were ALOX12 inh 20%.
Screening C#CCN1CC(N(C)CCOC(=O)c2cc3ccccc3[nH]2)CS1(=O)=O (stereo unspecified) returned ALOX12 inh -18%.
Screening COc1ccc(C(=O)N2CCC(n3cc(-c4nc(-c5ccccc5)no4)nn3)C2)cc1OC (stereo unspecified) returned ALOX12 inh 1%.
For CCn1nccc1C(=O)N1CCC(C(=O)N2CCCCCCNC(=O)CC2)CC1 the results were ALOX12 inh 29%.
For Cc1ncoc1C(=O)NCC1Cn2cccc2C(=O)N1CC(C)C (stereo unspecified) the results were ALOX12 inh 33%[activator].
Screening CC(=O)Nc1cccc(OCC2CN(Cc3cccc(C(F)(F)F)c3)C(=O)c3c(ccnc3-c3ccc(OCC(=O)O)cc3)O2)c1 (stereo unspecified) returned ALOX12 inh 9%.
For COc1ccc(NC(=O)c2c(OC)cc(=O)n3c2CCCC3)cc1OC the results were ALOX12 inh 30%[activator].
Screening CN(C)c1ccc(CN2CCC3(C2)C(=O)Nc2ccccc23)cc1 (stereo unspecified) returned ALOX12 inh 30%[176 µM].
`O=C(NCc1nnc2c(-c3nc(C4CC4)no3)cccn12)c1ccc(F)cc1` gave ALOX12 inh 54%[activator].
For COCc1nc(CCNS(=O)(=O)c2ccccc2C)no1 the results were ALOX12 inh 24%.
Screening CN(C)C(=O)C1CN(C(=O)Nc2cccc(Cl)c2F)CC12CCOCC2 (stereo unspecified) returned ALOX12 inh -13%.
For CCn1nccc1C(=O)N1CC[C@@H]2CN(Cc3ccccc3)[C@@H]2C1 the results were ALOX12 inh 41%.
Screening CCCCNC(=O)O[C@H]1CC[C@@]23CCCN2C(=O)CCC[C@H]3[C@H]1Cc1ccccc1 returned ALOX12 inh inconclusive.
Screening Cc1ccc(C(=O)N2CCc3nnc([C@@H]4C[C@@H](O)CN4C(C)C)n3CC2)cn1 returned ALOX12 inh 75%[activator].
For O=C(NCC1Cn2cccc2CN1Cc1ccccc1)c1ccco1 (stereo unspecified) the results were ALOX12 inh 205%[activator].
`COc1ccc(N=C2S[C@H]3[C@H]([C@@H](O)[C@H](O)C[C@@H]3C(N)=O)N2Cc2cccs2)cc1` gave ALOX12 inh 11%[176 µM].
`CC1(C)[C@H]2CC[C@@H](CNC(=O)c3ccc(C(F)(F)F)cc3)[C@@H]1C2` gave ALOX12 inh 29%&-2%[176 µM].
`Cc1cn2nc(C(=O)NCc3ccccn3)cc2c(=O)[nH]1` gave ALOX12 inh 51%[activator].
For COC1=CC(C)C2CC3OC(=O)CC4C(C)=C(OC)C(=O)C(C2(C)C1=O)C34C (stereo unspecified) the results were ALOX12 inh -7%.
Cc1cn2nc(C(=O)NC3CCCCCC3)cc2c(N2CCSCC2)n1 was read as ALOX12 inh 25%.
Cc1ccc(-c2noc([C@@H]3C[C@H](NC(=O)Nc4cccc(F)c4)CN3C)n2)cc1 was read as ALOX12 inh inconclusive.
For Cc1noc(C)c1CC(=O)N1CCC(OCC2CC2)C1 (stereo unspecified) the results were ALOX12 inh 24%.
For CN(Cc1ccccc1)C(=O)c1cccc2c1CCN2C(=O)Nc1ccccc1 the results were ALOX12 inh -2%.
`O=C(C1Cc2ccccc2O1)N1CCc2onc(-c3ccc(F)c(F)c3)c2C1` (stereo unspecified) gave ALOX12 inh 57%[activator].
For Cc1cccc(C(=O)N2CCCC(c3nc(C(C)C)no3)CCNC(=O)CC2)c1 (stereo unspecified) the results were ALOX12 inh 37%[activator].
Screening O=C(NC[C@H]1OC[C@@H](NCc2ncc[nH]2)[C@@H]1O)C1CCCC1 returned ALOX12 inh 7%[176 µM].
Cc1noc2c(NCc3ccccc3)cc(-c3ccccc3)nc12 was read as ALOX12 inh -25%[176 µM].
`O=C(Nc1ccccc1)N1CCC2(CC1)SCC(=O)N2c1ccccc1` gave ALOX12 inh 31%.
For CC(=O)c1cccc(NC(=O)CN2C(=O)NC(c3ccc(C)cc3)C3=C2COC3=O)c1 (stereo unspecified) the results were ALOX12 inh 34%[activator].
`Cc1nc([C@@H]2CN(S(=O)(=O)C(C)C)C[C@H]2C(N)=O)n[nH]1` gave ALOX12 inh 50µM*.
`Cn1ccnc1-c1cn(Cc2ccccc2Cn2cccn2)nn1` gave ALOX12 inh 17%.
Screening CCc1ccc(C(=O)NC2CCN(c3cnn(CCOC)c(=O)c3)CC2)cc1 returned ALOX12 inh 39%[activator].
For Cc1cc(C(=O)N2CCCN(Cc3ccncc3)C(c3ccccc3)CC(=O)NCC2)n(C)n1 (stereo unspecified) the results were ALOX12 inh -3%.
Screening CCn1nccc1C(=O)N1CCC2(CC1)CC(c1nc(C)no1)N(C)C2 (stereo unspecified) returned ALOX12 inh 0%.
CC(=O)N1CC2(Cc3ccccc31)CN(C(=O)c1cccc(Cl)c1)C2 was read as ALOX12 inh -7%.
Screening CNC(=O)[C@@H](c1ccccc1F)N1CCC[C@H]1C(=O)NCc1cccnc1 returned ALOX12 inh inconclusive.
For CCc1nc(-c2c3n(c(=O)n(CC(=O)Nc4cc(C)ccc4C)c2=O)CCCCC3)no1 the results were ALOX12 inh 21%.
CCCCCC(=O)Nc1nc2c(s1)C[C@@H]1[C@](C)(CO)[C@H](O)CC[C@@]1(C)[C@@H]2CC(=O)NCc1ccccc1 was read as ALOX12 inh 15%.
Screening CC(=O)N1CCN(C(=O)c2nc(-c3ccccc3)cs2)CC(O)C1 (stereo unspecified) returned ALOX12 inh 47%[activator].
